L3MBTL1 inh: L3MBTL1 (human) inhibition. 230,000 compounds, 0.66% hits. AlphaScreen L3MBTL1–H3K9me1 peptide binding. AID 485360. Potency, µM (doses to about 57.1 µM), inactives show at the highest dose activity, negative = inhibition, most hits filed as inhibitors. Q9Y468; active = well fitted inhibition curve with a large enough effect; also: nearly all actives have a fitted effect of over 60% in size
Target sequence (Q9Y468 whole entry, looked up): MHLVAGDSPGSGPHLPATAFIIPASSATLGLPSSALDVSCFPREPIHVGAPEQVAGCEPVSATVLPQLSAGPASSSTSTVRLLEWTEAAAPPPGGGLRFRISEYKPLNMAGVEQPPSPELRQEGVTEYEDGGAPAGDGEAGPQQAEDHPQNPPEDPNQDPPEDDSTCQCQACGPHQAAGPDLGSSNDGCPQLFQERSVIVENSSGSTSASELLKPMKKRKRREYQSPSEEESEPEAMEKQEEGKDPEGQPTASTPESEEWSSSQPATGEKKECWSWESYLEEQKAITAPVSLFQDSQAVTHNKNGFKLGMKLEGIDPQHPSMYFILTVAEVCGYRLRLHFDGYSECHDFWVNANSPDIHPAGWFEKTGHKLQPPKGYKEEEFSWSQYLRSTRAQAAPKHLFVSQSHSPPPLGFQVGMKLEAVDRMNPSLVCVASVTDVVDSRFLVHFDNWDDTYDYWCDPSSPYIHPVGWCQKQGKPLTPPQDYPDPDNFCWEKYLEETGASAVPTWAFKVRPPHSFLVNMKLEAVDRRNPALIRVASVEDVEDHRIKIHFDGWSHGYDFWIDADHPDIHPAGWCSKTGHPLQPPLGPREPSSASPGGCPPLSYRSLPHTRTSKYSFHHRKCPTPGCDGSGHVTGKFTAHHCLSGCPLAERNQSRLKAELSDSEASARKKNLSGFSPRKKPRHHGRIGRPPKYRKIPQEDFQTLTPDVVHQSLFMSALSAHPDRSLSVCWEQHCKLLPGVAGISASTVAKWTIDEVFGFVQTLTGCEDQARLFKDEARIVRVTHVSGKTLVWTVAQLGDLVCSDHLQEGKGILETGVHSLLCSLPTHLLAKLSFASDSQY
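Read-out is AlphaScreen signal from streptavidin donor and nickel chelate acceptor beads (10 ug/mL final each) bridging L3MBTL1 (50 nM) and biotinylated K9-monomethylated H3(1-15) peptide (75 nM), after 30 min compound exposure at room temperature.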
* = called active by the depositor; [ ] = dose if it differs, or a comment. % is scaled to controls: 0 for no effect and ±100 for the full control effect; potency is read from the fitted curve at half-maximal effect.

A first look, 2 compounds:
For O=C(CN(Cc1ccco1)C(=O)c1cccc(F)c1)Nc1ccccc1C(F)(F)F the results were L3MBTL1 inh -1.3%.
For CC(C)CN(C(=O)COC(=O)/C=C/c1ccccc1)C1CCS(=O)(=O)C1 (configuration not stated) the results were L3MBTL1 inh -2.7%.

The listing, previewed entries included:
For O=C(CN(Cc1ccco1)C(=O)c1cccc(F)c1)Nc1ccccc1C(F)(F)F the results were L3MBTL1 inh -1.3%.
For CC(C)CN(C(=O)COC(=O)/C=C/c1ccccc1)C1CCS(=O)(=O)C1 (configuration not stated) the results were L3MBTL1 inh -2.7%.
COc1ccc(C2CC(c3ccc(Cl)cc3)=NN2c2ccc(S(N)(=O)=O)cc2)cc1 (configuration not stated) was read as L3MBTL1 inh 59.1%[activator].
`Cc1nn(CC(=O)N2CCN(c3ccccc3)CC2)c(=O)c2ccccc12` gave L3MBTL1 inh -2.8%.
Screening COC(=O)C1CCN(C(=O)COC(=O)CNS(=O)(=O)c2ccc(SC)c([N+](=O)[O-])c2)CC1 returned L3MBTL1 inh -16.5%.
O=C(O)CCN(CC(=O)c1ccc(Cl)cc1)S(=O)(=O)c1ccc([N+](=O)[O-])cc1 was read as L3MBTL1 inh -0.1%.
Cc1ccc(N2CC(C(=O)OCC(=O)c3ccc[nH]3)CC2=O)cc1 (configuration not stated) was read as L3MBTL1 inh -0.7%.
`CCCCNc1ccc2oc(-c3ccc(OC)cc3)c(-c3ccc(OC)c(F)c3)c2c1` gave L3MBTL1 inh 4.4%.
Screening Cc1cc(C(=O)OCC(=O)N2CCc3ccccc32)ccc1[N+](=O)[O-] returned L3MBTL1 inh -3.5%.
`Cc1noc(C)c1NC(=O)N(C)C[C@H]1Oc2ccc(NC(=O)Nc3ccc(C(F)(F)F)cc3)cc2C(=O)N([C@H](C)CO)C[C@@H]1C` gave L3MBTL1 inh 5.2%.
For CCCCCN(C(=O)CCC(=O)OCCOc1ccccc1Cl)c1c(N)n(CCCC)c(=O)[nH]c1=O the results were L3MBTL1 inh 0.1%.
Screening COc1ccc(-c2csc(Nc3cccc(C)n3)n2)cc1 returned L3MBTL1 inh -10.7%.
`Cc1ccnc2nc(C(=O)OCC(=O)NC3CCC(C)CC3)nn12` (configuration not stated) gave L3MBTL1 inh 3.4%.
`Cc1ccc(C2/C=C\CC(NC(=O)OCC3c4ccccc4-c4ccccc43)CC(=O)N2Cc2ccccc2)cc1` (configuration not stated) gave L3MBTL1 inh -0.3%.
`COc1ccccc1CNC(=O)COn1nnc2ccc(S(=O)(=O)N3CCOCC3)cc21` gave L3MBTL1 inh 8.4%.
CCCCN(C(=O)CSCC(=O)Nc1ccc(C)cc1)c1c(N)n(Cc2ccccc2)c(=O)[nH]c1=O was read as L3MBTL1 inh -3.5%.
O=C(OCc1nc2ccsc2c(=O)[nH]1)c1ccc(Cl)s1 was read as L3MBTL1 inh -2.7%.
Screening CC(=O)Nc1ccc(OC(=O)N2CCCC2)cc1 returned L3MBTL1 inh -0.2%.
Screening Nc1ccc(S(=O)(=O)Nc2nc3ccccc3o2)cc1 returned L3MBTL1 inh -4.2%.
For CN(Cc1ccc(CNC[C@H]2O[C@@H](n3cnc4c(N)ncnc43)[C@H](O)[C@@H]2O)o1)S(C)(=O)=O the results were L3MBTL1 inh -5.8%.
Screening Cc1ccc(-c2c(C)sc3nc[nH]c(=O)c23)cc1C returned L3MBTL1 inh -1.9%.
Screening CC(Sc1ccccn1)C(=O)Nc1ccc2c(c1)OCCO2 (configuration not stated) returned L3MBTL1 inh 7.8%.
`CC(CN1CCOCC1)OC(=O)c1ccccc1Cl` (configuration not stated) gave L3MBTL1 inh 14.8%.
For Cc1noc(C)c1COc1ccc(C(=O)NNC(=O)c2ccccc2)cc1 the results were L3MBTL1 inh 3.5%.
For Cc1ccc(NS(=O)(=O)c2ccc(C(=O)N3CC(C)CC(C)C3)cc2)cc1 (configuration not stated) the results were L3MBTL1 inh 3.3%.
Screening COc1ccc(CC(=O)Oc2ccc(C#N)cc2)cc1 returned L3MBTL1 inh 9.9%.
`COc1ccc(C2CC(c3ccccc3)=NN2C(=O)COC(=O)c2ccc(S(C)(=O)=O)cc2)cc1` (configuration not stated) gave L3MBTL1 inh -9.6%.
For O=C(COC(=O)c1cncc(Br)c1)Nc1ccc(F)c(F)c1F the results were L3MBTL1 inh 3.8%.
`O=S(=O)(NCCN1CCOCC1)c1ccc2ccccc2c1` gave L3MBTL1 inh 5.2%.
O=C(Nc1ccc(Cl)c(S(=O)(=O)N2CCOCC2)c1)c1ccc2c(c1)OCO2 was read as L3MBTL1 inh 4.9%.
`Cc1ccc(CCNC(=O)c2cc(S(=O)(=O)N3CCCCC3)c[nH]2)cc1` gave L3MBTL1 inh 10.1%.
Screening COc1ccccc1CNC(=O)C12CC3CC(CC(C3)C1)C2 returned L3MBTL1 inh 44.2%[activator].
Cc1ccc(C(=O)NCC(c2ccco2)N2CCCCC2)s1 (configuration not stated) was read as L3MBTL1 inh -1.2%.
`O=C(NCCc1ccc(F)cc1)C(=O)Nc1cc2c3c(c1)CC(=O)N3CCC2` gave L3MBTL1 inh -5.1%.
Screening Cc1ccc(C)c(S(=O)(=O)N2CCN(C(=O)Cn3c(=O)cnc4ccccc43)CC2)c1 returned L3MBTL1 inh 1.2%.
CCN1C(=O)[C@H]2[C@@H](c3ccc(-c4ccc(F)cc4)cc3)N3CCCC[C@@]3(C(=O)OC)[C@H]2C1=O was read as L3MBTL1 inh -8.1%.
Screening O=C(CSc1nnc2ccc(-c3ccco3)nn12)Nc1ccccc1F returned L3MBTL1 inh -0.7%.
For Cc1ccc(CNC(=O)c2ccc(N3CCC4(CC3)CC(c3ccccc3)=NO4)c(NC(=O)c3cccc(C)c3)c2)cc1 the results were L3MBTL1 inh -5.5%.
Screening Cc1ccc(OCC(=O)OCC(=O)Nc2ccc3c(c2)OCO3)cc1C returned L3MBTL1 inh 2.3%.
`O=C(C1CCC1)N1CCN(S(=O)(=O)c2ccc(F)cc2)CC1` gave L3MBTL1 inh 28.1%.

Pulled by compound from above:
`COc1ccccc1CNC(=O)COn1nnc2ccc(S(=O)(=O)N3CCOCC3)cc21` gave L3MBTL1 inh 8.4%.
For Cc1ccc(NS(=O)(=O)c2ccc(C(=O)N3CC(C)CC(C)C3)cc2)cc1 (configuration not stated) the results were L3MBTL1 inh 3.3%.
Cc1ccc(N2CC(C(=O)OCC(=O)c3ccc[nH]3)CC2=O)cc1 (configuration not stated) was read as L3MBTL1 inh -0.7%.

The results go on.
`Nc1ccn(CC(=O)NCc2ccc3c(c2)OCO3)c(=O)n1` gave L3MBTL1 inh 2.8%.
For Cc1ccc(S(=O)(=O)N2CCN(C(=O)C3CC3C)CC2)c(C)c1 (configuration not stated) the results were L3MBTL1 inh 6.3%.
Screening COc1ccc(C(C#N)c2cnccn2)cc1OC (configuration not stated) returned L3MBTL1 inh 6.2%.
CCCN1CCC(=O)N([C@H](CSc2ccccc2)CC(C)C)CC1 was read as L3MBTL1 inh -2.1%.
For COc1ccccc1C(=O)NC(=O)CSc1nc2nc(C)cc(C)n2n1 the results were L3MBTL1 inh 7.3%.
`O=[N+]([O-])c1ccc(Cl)cc1CN1CCCCCC1` gave L3MBTL1 inh -6.8%.
For S=c1[nH]nc(COc2ccc(Cl)cc2)n1-c1ccc(Cl)cc1 the results were L3MBTL1 inh -5.8%[2.29 µM].
O=C(c1ccc(C(F)(F)F)cc1)N1CCN(c2ccc(N3CCOCC3)nn2)CC1 was read as L3MBTL1 inh 2.6%.
For COc1cccc(NC(=O)CN(C)C(=O)c2ccc(S(=O)(=O)Nc3ccccc3F)cc2)c1 the results were L3MBTL1 inh -1.4%.
For CCOc1cc(C2C3=C(CC(C)(C)CC3=O)N(CCCOC)C3=C2C(=O)CC(C)(C)C3)ccc1O the results were L3MBTL1 inh 3.3%.
`CNS(=O)(=O)c1ccc(C(=O)NCC(=O)NCCc2ccc3c(c2)OCCO3)cc1` gave L3MBTL1 inh -2.3%.
Screening O=S(=O)(c1ccc(N2CCN(Cc3ccccc3)CC2)nc1)N1CCCC1 returned L3MBTL1 inh 3.2%.
`COC(=O)C1CCN(C(=O)COC(=O)c2ccc(=O)n(Cc3ccccc3)n2)CC1` gave L3MBTL1 inh -0.4%.
Screening O=C(COC(=O)c1ccc2c(c1)OCCO2)Nc1ccc(F)cc1F returned L3MBTL1 inh 1.5%.
Screening O=C(Cn1cnc2c(OCc3ccccc3)ncnc21)NCc1ccccc1 returned L3MBTL1 inh -4.8%.
Screening O=C(CCNS(=O)(=O)c1ccccc1F)N1CCN(Cc2ccccc2)CC1 returned L3MBTL1 inh -5.6%.
For CCN(CC)C(=O)[C@H]1C[C@H](CC(=O)NCc2cccc(C(F)(F)F)c2)C(=O)N2CCc3c([nH]c4cc(CCC(=O)N(C)C)ccc34)[C@]12C the results were L3MBTL1 inh -3.0%.
For COc1ccc(OC)c(S(=O)(=O)N2CCC3(CC2)OCCN3S(=O)(=O)c2cccs2)c1 the results were L3MBTL1 inh -3.6%.
COC(=O)[C@]1(C)N[C@H](CN(C)S(=O)(=O)c2ccccc2)[C@@H]2C(=O)N(Cc3ccccc3)C(=O)[C@@H]21 was read as L3MBTL1 inh 9.4%.
`COc1cccc(OC)c1OCCN1CCCC1` gave L3MBTL1 inh 0.7%.
COc1ccc(OC)c(-c2nn(-c3ccccc3)cc2C(=O)N2CCc3ccccc3C2)c1 was read as L3MBTL1 inh -9.5%.
Screening O=C1C2CCc3ccccc3C2N1c1ccccc1 (configuration not stated) returned L3MBTL1 inh 4.2%.
CCOc1ccc(CN2CCC(Cc3ccccc3)CC2)cc1 was read as L3MBTL1 inh 0.4%.
Screening Cc1ccc(C(=O)NCC(=O)OCC(=O)N(CC(C)C)c2c(N)n(Cc3ccccc3)c(=O)[nH]c2=O)cc1 returned L3MBTL1 inh -2.1%.
Screening C=C(C)Cn1c(CN(C)Cc2ccccc2)nc2c1c(=O)n(C)c(=O)n2C returned L3MBTL1 inh -1.0%.
Screening COc1ccc(S(=O)(=O)Nc2ccc3c(c2)N(C(C)=O)CCC3)cc1OC returned L3MBTL1 inh -2.1%.
CCC(=O)c1cc(F)ccc1OCC(=O)Nc1ccc2c(c1)OCCO2 was read as L3MBTL1 inh 0.4%.
Screening CCc1ccc(S(=O)(=O)N2c3ccc(C)cc3C3CN(C)CCC32)cc1 (configuration not stated) returned L3MBTL1 inh -3.2%.
`O=C(Nc1cccc(S(=O)(=O)N2CCCC2)c1)c1cccc(OC(F)F)c1` gave L3MBTL1 inh -2.6%.
`CCN(CC)CC(=O)N1CCCC(N2CCN(c3cccc(C(F)(F)F)c3)CC2)C1` (configuration not stated) gave L3MBTL1 inh 2.4%.

Compounds from the list above containing a furan ring, fused or not (five):
For O=C(CN(Cc1ccco1)C(=O)c1cccc(F)c1)Nc1ccccc1C(F)(F)F the results were L3MBTL1 inh -1.3%.
`CCCCNc1ccc2oc(-c3ccc(OC)cc3)c(-c3ccc(OC)c(F)c3)c2c1` gave L3MBTL1 inh 4.4%.
For CN(Cc1ccc(CNC[C@H]2O[C@@H](n3cnc4c(N)ncnc43)[C@H](O)[C@@H]2O)o1)S(C)(=O)=O the results were L3MBTL1 inh -5.8%.
Cc1ccc(C(=O)NCC(c2ccco2)N2CCCCC2)s1 (configuration not stated) was read as L3MBTL1 inh -1.2%.
Screening O=C(CSc1nnc2ccc(-c3ccco3)nn12)Nc1ccccc1F returned L3MBTL1 inh -0.7%.

Carrying on:
O=S(=O)(Nc1ncccn1)c1ccc(F)cc1 was read as L3MBTL1 inh 4.9%.
CCCCOc1ccc(C(=O)NCC(=O)NCCCn2nc(C)cc2C)cc1 was read as L3MBTL1 inh 5.4%.
For COc1ccc([C@H]2Cc3cc(O)cc(O)c3C(=O)O2)cc1O the results were L3MBTL1 inh 3.3%.
Screening CCCn1c(N)c(C(=O)CSc2nnc(C3CC3)n2Cc2ccccc2)c(=O)n(C)c1=O returned L3MBTL1 inh 6.7%.
COc1cccc(C(=O)Nc2cccc(NC(=O)c3ccccc3Cl)c2)c1 was read as L3MBTL1 inh 1.9%.
For Cc1cccc(C(=O)NCC(=O)NC(C)c2ccc(-n3ccnc3)cc2)c1 (configuration not stated) the results were L3MBTL1 inh -2.8%.
Screening COC(=O)C(NC(=O)CCC(=O)NC(C(=O)OC)c1ccccc1)c1ccccc1 (configuration not stated) returned L3MBTL1 inh 4.8%.
`CC(=O)Nc1cccc(NC(=O)c2ccccc2OCc2c(C)noc2C)c1` gave L3MBTL1 inh -6.5%.
Screening CCN(CC(=O)NCc1cccs1)C(=O)c1cccc(S(=O)(=O)Nc2cccc(C)c2)c1 returned L3MBTL1 inh 2.3%.
CC1=C(C)CC(C(=O)NCc2ccccc2F)C(C(=O)O)C1 (configuration not stated) was read as L3MBTL1 inh -2.3%.
COc1cc(/C=C/C(=O)OCC(=O)c2ccc3c(c2)NC(=O)CO3)ccc1OC(F)F was read as L3MBTL1 inh 18.1%.
`COc1ccc2[nH]c3c(c2c1)CCN1C(=O)C(CC(=O)NCC24CC5CC(CC(C5)C2)C4)C[C@H](C(=O)N2CCOCC2)[C@@]31CCC1CCCC1` (some centres not stated) gave L3MBTL1 inh -0.6%.
`CCOc1ccc(NC(=O)CN(C)C(=O)CN2C(=O)c3ccc([N+](=O)[O-])cc3C2=O)cc1OCC` gave L3MBTL1 inh 9.3%.
For Cc1cccnc1NC(=O)Nc1ccc(Cl)cc1 the results were L3MBTL1 inh 0.3%[2.29 µM].
Screening CCc1cc(C(=O)c2ccccc2)c(N)s1 returned L3MBTL1 inh -16.9%.
COc1ccc(CNC(=O)C[C@H]2C[C@H](C(=O)N3CCCCC3)[C@@]3(C)c4[nH]c5cc(CCC(=O)N(C)C)ccc5c4CCN3C2=O)cc1OC was read as L3MBTL1 inh 5.4%.
O=S(=O)(c1ccc(SCCOc2ccccc2Cl)nc1)N1CCCC1 was read as L3MBTL1 inh 33.3%[activator].
For CCOC(=O)Cn1nc(NC(=O)c2ccc(C(=O)OC)cc2)cc1C the results were L3MBTL1 inh -4.8%.
For CCOC(=O)[C@@H]1[C@H]2COc3ccccc3[C@@H]2N2C(=O)N(c3ccccc3)C(=O)[C@@]12C the results were L3MBTL1 inh 1.1%.

An excerpt; count on the stated rates, not on these rows.
